MT1-MMP txn act: activates MT1-MMP transcription | HT1080 MT1-MMP promoter luciferase reporter, luminescence, overnight; stronger effect = higher value | activation factor at 10 µM | 86,000 compounds, 0.16% hits;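 active = activation factor of at least 2 for MT1-MMP transcription at 10 µM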
HUVEC prolif 384: human endothelial cell proliferation inhibition; HUVEC proliferation, CellTiter-Glo luminescence, 72 h; stronger effect = lower value; viability, % at 10 µM (by protocol); 86,000 compounds, 1.1% hits; AID 648;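 active = viability at or below 30%; inactive = viability above 30%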;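 note: 100% = median luminescence of DMSO-only cell control wells on each plate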
Mac1 fbg enh: CD11b/CD18-fibrinogen binding enhancement; activation, % at 10 µM; K562 CD11b/CD18 adhesion to fibrinogen, ATPlite luminescence; 93,000 compounds, 0.07% hits;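 active = 10 µM primary screen giving 50% or more activity, confirmed by 40% or more on retest at that dose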; note: strong numbers were not always called active
Smad3 inh: Smad3 (human) transcription factor binding inhibition. TR-FRET Smad3/Dy647-FoxH1 peptide binding, europium anti-His. inhibition, % at 25 µM. 88,000 compounds, 0.29% hits;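 active = compounds that reduce the energy-transfer binding signal between the protein and its labelled peptide by more than half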;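 note: 0% = Smad3 plus labelled peptide maximal FRET and 100% = peptide-only background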
Target sequence (P84022 whole entry, looked up): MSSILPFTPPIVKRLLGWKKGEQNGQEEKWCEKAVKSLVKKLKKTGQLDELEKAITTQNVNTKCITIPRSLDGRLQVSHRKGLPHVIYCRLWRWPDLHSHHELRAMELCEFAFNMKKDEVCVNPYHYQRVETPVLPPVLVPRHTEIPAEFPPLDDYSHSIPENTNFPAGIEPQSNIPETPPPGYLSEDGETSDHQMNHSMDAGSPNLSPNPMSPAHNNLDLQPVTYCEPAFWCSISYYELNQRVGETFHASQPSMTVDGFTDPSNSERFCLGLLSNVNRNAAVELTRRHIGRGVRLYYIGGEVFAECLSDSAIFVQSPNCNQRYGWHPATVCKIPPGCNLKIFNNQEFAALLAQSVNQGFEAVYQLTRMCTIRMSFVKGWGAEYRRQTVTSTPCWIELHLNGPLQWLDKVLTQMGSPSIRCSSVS
H69AR inhibit: blocks growth of human H69AR lung tumor cells | AID 598 | H69AR lung tumor viability, ATP luminescence, 72 h; stronger effect = lower value | viability, % at 10 µM | 85,000 compounds, 6% hits;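 active = viability at or below 40%; inactive = viability above 40%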;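 note: multidrug resistant small cell line overexpressing MRP-1 efflux transporter; 100% = mean luminescence of untreated control wells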
ERa coact pot: enhances coactivator binding to human estrogen receptor alpha. P03372. TR-FRET ERalpha-LBD/SRC-Cy5 coactivator binding, 2 h; 100 = basal binding, no effect. coactivator binding (% of control), % at 25.6 µM. 86,000 compounds, 1.3% hits; in the data active = activity above about 200%;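 note: binding measured in presence of low estradiol as agonist stimulus; 0% = peptide alone without receptor and 100% = receptor with peptide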
Target sequence (P03372 whole entry, looked up, the tested form may be a part): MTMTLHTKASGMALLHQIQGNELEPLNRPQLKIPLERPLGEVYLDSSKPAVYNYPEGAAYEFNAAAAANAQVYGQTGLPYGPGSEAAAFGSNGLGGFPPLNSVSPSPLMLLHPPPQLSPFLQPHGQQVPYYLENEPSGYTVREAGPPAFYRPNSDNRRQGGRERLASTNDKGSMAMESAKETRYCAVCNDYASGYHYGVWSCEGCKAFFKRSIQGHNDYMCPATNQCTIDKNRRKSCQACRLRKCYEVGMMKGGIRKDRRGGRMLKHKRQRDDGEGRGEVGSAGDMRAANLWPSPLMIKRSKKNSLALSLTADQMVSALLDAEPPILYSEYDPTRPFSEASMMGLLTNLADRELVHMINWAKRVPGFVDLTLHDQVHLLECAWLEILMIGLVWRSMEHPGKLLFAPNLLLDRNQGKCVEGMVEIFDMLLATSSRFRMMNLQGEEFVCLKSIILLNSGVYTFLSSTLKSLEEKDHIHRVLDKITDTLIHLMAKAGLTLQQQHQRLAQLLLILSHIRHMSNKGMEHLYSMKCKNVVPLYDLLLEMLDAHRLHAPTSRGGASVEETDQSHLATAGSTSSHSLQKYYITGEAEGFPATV
ERa SRC1 inh: blocks coactivator binding to human estrogen receptor alpha; P03372; 86,000 compounds, 1.7% hits; inhibition, % at 25.6 µM; TR-FRET ER-alpha LBD / SRC-1 peptide, estradiol-bound; in the data active = inhibition above about 50%;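 note: 0% = receptor plus peptide control and 100% = peptide only without receptor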
Fibroblast inh: blocks proliferation of human lung fibroblasts; LL 47 human lung fibroblast viability, ATP luminescence; stronger effect = lower value; viability, % at 10 µM; 85,000 compounds, 1.1% hits;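 active = viability at or below 50% in the single dose screen; inactive = viability above 50%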;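 note: compound exposure lasted 72 h before the ATP readout; 100% = median luminescence of untreated cell-only wells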
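Material: human LL 47 lung fibroblast cells; quantity: 1,150 cells/well; medium: IMEM plus 15% FBS; doses: 0.1% DMSO in all compound wells; timing: overnight attachment after seeding, then 72 h compound exposure at 37 °C; detection: CellTiter-Glo luminescence; measure: % viability of median cell-only signal; controls: cell-only wells, no compound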
ERb SRC1 inh: blocks coactivator binding to human estrogen receptor beta. 86,000 compounds, 1.3% hits. Q92731. AID 633. inhibition, % at 25.6 µM. TR-FRET ER-beta LBD / SRC1-Cy5 peptide binding; receptor agonist-loaded with 1 µM estradiol;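 active = compounds whose percent inhibition of the receptor-coactivator binding signal exceeds about 50% in the single-dose screen, limit read from the data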;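 note: 0% = receptor plus peptide wells without compound and 100% = peptide-only wells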
* hit, by the source's call; / = not tested or not shown; [ ] = dose if it differs, or a comment. These rows are one share of the data. The share of hits here may be higher or lower than overall.

SMILES	MT1-MMP txn act	HUVEC prolif 384	Mac1 fbg enh	Smad3 inh	H69AR inhibit	ERa coact pot	ERa SRC1 inh	Fibroblast inh	ERb SRC1 inh
COc1ccc(OC)c(NC2c3ccccc3C(=O)N2Cc2ccc3c(c2)OCO3)c1 (centres undefined)	1.2	90	24	-1	93	97[fluorescence artefact?]	1[fluorescence artefact?]	89	6
CC(=O)N(Cc1cc(=O)[nH]c2ccccc12)c1ccccc1	1.2	87	3	2	80	96	-2	100	-10
Cc1ccc(C)c(-n2ccnc2SCC(=O)O)c1	1.1	98	-3	-10	102	104	-10	94	-8
Cc1cc(OCc2nc(-c3cccnc3)no2)c(C)cc1Br	1.2	78	2	1	70	115	-32	92	-8[fluorescence artefact?]
O=C(Cn1cnc2scc(-c3ccccc3)c2c1=O)N1CCOCC1	1.1	91	-2	-4	82	110[fluorescence artefact?]	25	97	25[fluorescence artefact?]
O=Cc1cn(-c2ccccc2)nc1-c1cc2ccccc2oc1=O	1.2	91	5	0[fluorescence artefact?]	87	170[fluorescence artefact?]	49[fluorescence artefact?]	103	34[fluorescence artefact?]
O=C(CSc1nnnn1C1CCCC1)NCc1ccccc1	1.1	88	/	-4	72	109	-4	99	-15[fluorescence artefact?]
Cc1nn(-c2ccccc2)c2sc(C(=O)c3c(N)n(C)c(=O)n(C)c3=O)cc12	1	93	33	8	74	550*	-11[fluorescence artefact?]	94	13[fluorescence artefact?]
COc1ccc(S(=O)(=O)N2CCCC(C(=O)Nc3ccc(NC(=O)c4ccccn4)cc3)C2)cc1 (centres undefined)	1.5	102	-2	-15	79	116	18	103	-5
COC(=O)C1C(=O)c2c([nH]c(C(=O)OC3CCCC3C)c2C)CC1C (centres undefined)	1.8	83	1	0	52	106[fluorescence artefact?]	5	89	-2
CN1CCN(CCCNC(=O)c2cc3c(-c4ccc(Cl)cc4)nn(C)c3s2)CC1	0.9	1.9*	20	-5	4.5*	135[fluorescence artefact?]	-6	14*	-10
O=C(COc1ccc(Cl)cc1)NCc1nnc(SCC(=O)N2CCCCC2)o1	/	108	1	-2	102	108	-7	105	-2
O=C(NC1CCCCC1)C(c1ccco1)N(Cc1cccs1)C(=O)Cn1nnc2ccccc21 (centres undefined)	1.2	89	-1	-3	46	93	-2	100	4
CC(=O)C1C(=O)CC(C)(O)C(C(C)=O)C1c1ccc(N(C)C)cc1 (centres undefined)	1.2	99	1	0	73	95	-5	100	-6
CCn1c(-c2ccc3[nH]c(C)c(C)c3c2)n[nH]c1=S	1.1	61	-2	4	90	103	-12	104	-1
O=C(O)CCc1ccc(-c2ccc(F)cc2)n1NC(=O)c1ccco1	1	91	3	4	97	99	4	97	-1
Cc1cc(C(=O)CN2C(=O)NC(c3ccccc3)(c3ccccc3)C2=O)c(C)n1Cc1ccccc1	1.1	106	/	-4	103	189[fluorescence artefact?]	-8	93	2
COc1ccc(-c2noc(COc3ccc(C)c(C)c3)n2)cc1OC	1.1	93	11	4	91	138	2[fluorescence artefact?]	98	17[fluorescence artefact?]
Cc1nn(Cc2c(Cl)cccc2Cl)c(C)c1N	1.4	95	/	2	91	165	-1	103	14
COc1cccc(C2CC(c3cccs3)Nc3ncnn32)c1 (centres undefined)	1	100	/	-18	91	110	-2	98	-1
CCc1ccc(OCC(=O)N(C)CCC#N)c(Br)c1	1.1	100	9	-8	99	84	32	103	14
Cc1nnc(N2C(=O)c3cccc4cccc(c34)C2=O)s1	1	109	-5	2	115	103	4	100	9
NC(=O)CN1C(=O)C2C3C=CC(C3)C2C1=O (centres undefined)	1.1	96	0	4	106	112	-49	102	-4
Cc1c(=O)n(OCc2ccccn2)c2ccccc2[n+]1[O-]	1.3	92	3	14	80	93	-8	112	6
O=C1CCCN1CCC1CCN(C(=O)Nc2ccccc2)CC1	1.1	107	2	9	96	122	-3	101	-6

Continuation.
SMILES	MT1-MMP txn act	HUVEC prolif 384	Mac1 fbg enh	Smad3 inh	H69AR inhibit	ERa coact pot	ERa SRC1 inh	Fibroblast inh	ERb SRC1 inh
O=C(CSc1ncnc2c1cnn2-c1ccccc1)Nc1ccc2c(c1)OCO2	1	76	/	0	37*	127	5	93	10
CCOc1ccc2[nH]c(=O)c(CN(C(=O)N3CCOCC3)C3CC3)cc2c1	0.9	96	-5	8	80	100	-3	89	-2
CCOc1ccc(S(=O)(=O)n2nnc3ccccc32)cc1C	1	95	5	1	94	107	-25	97	-23[fluorescence artefact?]
CCc1cc(Br)ccc1NC(=O)C1CCCO1 (centres undefined)	0.8	85	-4	2	97	105	-23	106	-23[fluorescence artefact?]
COc1ccc(S(=O)(=O)Nc2ccccc2C)cc1	1.1	53	2	3	13*	90	5	78	-13
Cc1ccc(C(=O)CC(C(=O)O)n2ccc(C)n2)cc1 (centres undefined)	1.1	85	-3	-5	108	69[fluorescence artefact?]	-9	102	-3
Cc1cc(OCC(=O)O)c2cccc(C)c2n1	1.5	108	-2	2	83	113	-1	95	2
COc1ccc(C2(C(=O)N3CCCC3)CCOCC2)cc1OC	1.2	94	0	-4	82	133	-5	100	1
CC1CCN(C(C)C(=O)Nc2ccccc2-c2ccccc2)CC1 (centres undefined)	1.1	102	/	-9	100	113	-3	87	-8
CCOC(=O)CC(C(=O)OCC)P(=O)(c1ccccc1)c1ccccc1 (centres undefined)	1.1	96	-1	4	92	108	2	104	1[fluorescence artefact?]
CCC(O)CNc1nc(-n2nc(C)cc2C)nc2sc3c(c12)CCCC3 (centres undefined)	1	104	2	-2	8.4*	203*	1[fluorescence artefact?]	80	-1
NC(=O)c1ccccc1NC(=O)CN1CCOCC1	1.1	90	-5	0	99	107	-6	95	-4
CCOC(=O)CN1C(=O)C(O)(CC(=O)c2ccc3c(c2)CCCC3)c2ccccc21 (centres undefined)	1.1	87	/	3	82	103	-5	94	0
Cc1cc(C)nc(NC(=O)c2cnc3sccn3c2=O)n1	1.1	97	-5	1	97	88	22	105	24[fluorescence artefact?]
COc1cccc(C(=O)Cn2c(Br)nc3c2c(=O)n(C)c(=O)n3C)c1	1.2	107	2	-13	88	99	3	92	1
Cc1ccc2c(c1)c(CC(=O)Nc1ccc(C)c(F)c1)c(C(=O)O)n2C	1.1	74	-4	11	103	118	6[fluorescence artefact?]	99	8[fluorescence artefact?]
Cc1ccc(F)cc1NC(=O)c1cccc2nccnc12	1.3	85	/	3	84	370*	2[fluorescence artefact?]	91	-21[fluorescence artefact?]
CCC(C)N(CCNC(=O)CC1Oc2ccccc2NC1=O)C1CCCCC1 (centres undefined)	1.3	91	-5	-5	97	108	-6	93	-3
Cc1ccc(O)c(C2=NOC(O)(C(F)(F)F)C2)c1 (centres undefined)	1	94	2	-8	93	102	-3	103	-2
Cc1cc(Cl)ccc1N=Cc1c(O)n(C)c(=O)n(C)c1=O	1	96	-7	-2	89	128	0	/	-4
COc1cc(CO)cc(Br)c1OCc1cccnc1	1.3	87	-3	5	83	115	3	101	-3
CCOC(=O)CSc1ccc2nnc(-c3ccncc3)n2n1	1.1	86	/	5	88	99	-1	88	1
FC(F)(F)c1nnc2ccc(N3CCCC3)nn12	1	98	-1	0	100	83	1	97	1
CC(=O)N1CCN(c2nc3cc4c(cc3nc2NS(=O)(=O)c2ccccc2)OCCO4)CC1	/	88	8	11	76	98	15[fluorescence artefact?]	100	25
Cc1ccc(OC2=NS(=O)(=O)c3ccccc32)cc1	1.2	80	-1	-9	31*	84	8	102	0

(further entries)
SMILES	MT1-MMP txn act	HUVEC prolif 384	Mac1 fbg enh	Smad3 inh	H69AR inhibit	ERa coact pot	ERa SRC1 inh	Fibroblast inh	ERb SRC1 inh
CCOC(=O)C(CC)(CC)/C(C)=N/NC(=O)CC#N	1.2	82	-2	2	91	106[fluorescence artefact?]	-2	100	3
CCOc1ccc(-n2nc(C(=O)NCCOC)c3ccccc3c2=O)cc1	1.2	96	-3	0	103	112	-4	102	-11
CCN(CC)CCNC(=O)c1c(O)c2cc(OC)c(OC)cc2[nH]c1=O	1	84	/	-10	87	73[fluorescence artefact?]	16[fluorescence artefact?]	94	9
O=C(CN1CCCC1)Nc1ccc(Oc2ccc(NC(=O)CN3CCCC3)cc2)cc1	1.1	60	2	-4	81	112	3[fluorescence artefact?]	73	2
COc1ccc(-c2cc3n(n2)CCc2nc4ccccc4n2-3)cc1	1.3	75	3	1	93	141	-73[fluorescence artefact?]	102	0
CC(=O)N(Cc1ccc(F)cc1)C1=C(NCc2ccccc2)C(=O)c2ccccc2C1=O	0.1	3.4*	-1	34	3.5*	84	-4	2.6*	-2
C=CCOc1nc(N(C)C)nc(N(C)C)n1	1.1	107	-5	-1	93	114	-6	96	-9
CN(C1CCCCC1)S(=O)(=O)c1ccc(-n2cnnn2)cc1	1.3	86	3	8	88	115	5	97	1[fluorescence artefact?]

Sorted by length of the SMILES (smallest number first): some entries from above.
SMILES	MT1-MMP txn act	HUVEC prolif 384	Mac1 fbg enh	Smad3 inh	H69AR inhibit	ERa coact pot	ERa SRC1 inh	Fibroblast inh	ERb SRC1 inh
CCc1cc(Br)ccc1NC(=O)C1CCCO1 (centres undefined)	0.8	85	-4	2	97	105	-23	106	-23[fluorescence artefact?]
Cc1ccc(C)c(-n2ccnc2SCC(=O)O)c1	1.1	98	-3	-10	102	104	-10	94	-8
O=C(CSc1nnnn1C1CCCC1)NCc1ccccc1	1.1	88	/	-4	72	109	-4	99	-15[fluorescence artefact?]
Cc1ccc(F)cc1NC(=O)c1cccc2nccnc12	1.3	85	/	3	84	370*	2[fluorescence artefact?]	91	-21[fluorescence artefact?]
CCOC(=O)CSc1ccc2nnc(-c3ccncc3)n2n1	1.1	86	/	5	88	99	-1	88	1
O=C1CCCN1CCC1CCN(C(=O)Nc2ccccc2)CC1	1.1	107	2	9	96	122	-3	101	-6
Cc1ccc(C(=O)CC(C(=O)O)n2ccc(C)n2)cc1 (centres undefined)	1.1	85	-3	-5	108	69[fluorescence artefact?]	-9	102	-3
CCn1c(-c2ccc3[nH]c(C)c(C)c3c2)n[nH]c1=S	1.1	61	-2	4	90	103	-12	104	-1
COc1ccc(-c2noc(COc3ccc(C)c(C)c3)n2)cc1OC	1.1	93	11	4	91	138	2[fluorescence artefact?]	98	17[fluorescence artefact?]
CCOc1ccc(-n2nc(C(=O)NCCOC)c3ccccc3c2=O)cc1	1.2	96	-3	0	103	112	-4	102	-11
O=C(COc1ccc(Cl)cc1)NCc1nnc(SCC(=O)N2CCCCC2)o1	/	108	1	-2	102	108	-7	105	-2
COC(=O)C1C(=O)c2c([nH]c(C(=O)OC3CCCC3C)c2C)CC1C (centres undefined)	1.8	83	1	0	52	106[fluorescence artefact?]	5	89	-2
Cc1ccc2c(c1)c(CC(=O)Nc1ccc(C)c(F)c1)c(C(=O)O)n2C	1.1	74	-4	11	103	118	6[fluorescence artefact?]	99	8[fluorescence artefact?]
O=C(CN1CCCC1)Nc1ccc(Oc2ccc(NC(=O)CN3CCCC3)cc2)cc1	1.1	60	2	-4	81	112	3[fluorescence artefact?]	73	2
COc1ccc(OC)c(NC2c3ccccc3C(=O)N2Cc2ccc3c(c2)OCO3)c1 (centres undefined)	1.2	90	24	-1	93	97[fluorescence artefact?]	1[fluorescence artefact?]	89	6
O=C(NC1CCCCC1)C(c1ccco1)N(Cc1cccs1)C(=O)Cn1nnc2ccccc21 (centres undefined)	1.2	89	-1	-3	46	93	-2	100	4
COc1ccc(S(=O)(=O)N2CCCC(C(=O)Nc3ccc(NC(=O)c4ccccn4)cc3)C2)cc1 (centres undefined)	1.5	102	-2	-15	79	116	18	103	-5
